AMA1-RON2 inh: inhibitors of Plasmodium falciparum AMA1-RON2 interaction. AlphaScreen AMA1-biotinylated RON2 peptide binding. Potency, µM (top dose mostly 58.2 µM), for inactives: top-dose activity change, negative = inhibition, most hits filed as inhibitors. actives 0.2% (n = 360,000). AID 720542; active = well fitted inhibition curve with a large enough effect; inconclusive = small, poorly fitted or top-dose-only effect; inactive = no such curve, though single readings can be large or run the other way;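 note: potency is the fitted concentration of half-maximal effect; 0% = vehicle wells and -100% = peptide control; nearly all actives have a fitted effect of over 45% in size; some results filed as inactive show a strong effect at the top dose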
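AMA1 (3D7) with his tag at 25 nM final met compounds first, then biotinylated RON2 peptide at 25 nM; detection used donor plus acceptor beads, 10 µg/mL apiece, read by AlphaScreen after 30 min at room temperature.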
HCMV antiviral: blocks human cytomegalovirus replication; HFF cells, HCMV-luciferase reporter, 72 h; active compounds read low; activity change, negative = inhibition, % at 57.5 µM; actives 4.5% (n = 410,000); in the data active = activity change below about -60%; inconclusive = no clear call, values can overlap the other calls; inactive = above about -39%
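Two-dose cell screen: HFF monolayers treated with compounds and infected with luciferase-expressing HCMV at 1 PFU/cell, 72 h at 37C, then lysed for luciferase measurement.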
* marks the source's active call; other numbers are inactive results; ? = inconclusive; [ ] = dose if it differs, or a comment. Unless noted, % is set by controls: 0 for no effect and ±100 for the full control effect.

Screens in order – AMA1-RON2 inh | HCMV antiviral
C[C@H]1CN([C@@H](C)CO)C(=O)c2cc(-c3cccc(F)c3)cnc2O[C@H]1CN(C)C(=O)c1cnccn1
    5% | -4
C[C@@H]1CN[C@H](CCO)/C1=C\c1ccccc1
    0% | 1
CCc1nc2c(OCCC3CCCCC3)cccn2c1N(C)C(=O)COc1ccccc1
    6% | 18
O=C(O)C1=CC2C=C(Cl)C=CC2OC1=O (centres undefined)
    -3% | -29
COc1ccc(C(=O)OCC(=O)Nc2cccc(S(=O)(=O)NC3=NCCCCC3)c2)cc1[N+](=O)[O-]
    10%[11.6 µM] | -2
CN1CCN(c2ccc3c(c2)C2CC3CCN2C(=O)OCc2ccccc2)CC1 (centres undefined)
    -20% | 54
CNc1nc(NCC2CCCCC2)c2sccc2n1
    -22% | ?
Cc1c[n+]([O-])cc(C)c1[N+](=O)[O-]
    -3% | -27
Cc1ccc2c(c1)N(Cc1ccccc1)C(=O)C(C)O2 (centres undefined)
    -2% | -27
N#Cc1c(N)c(C(=O)c2ccccc2)n2ccccc12
    8% | 11

In a second layout: entries from further up
Cc1ccc2c(c1)N(Cc1ccccc1)C(=O)C(C)O2 (centres undefined)
  AMA1-RON2 inh: -2%
  HCMV antiviral: -27
N#Cc1c(N)c(C(=O)c2ccccc2)n2ccccc12
  AMA1-RON2 inh: 8%
  HCMV antiviral: 11

In another format: entries from further up
SMILES: CN1CCN(c2ccc3c(c2)C2CC3CCN2C(=O)OCc2ccccc2)CC1 (centres undefined)
  AMA1-RON2 inh: -20%; HCMV antiviral: 54
SMILES: Cc1c[n+]([O-])cc(C)c1[N+](=O)[O-]
  AMA1-RON2 inh: -3%; HCMV antiviral: -27
SMILES: C[C@@H]1CN[C@H](CCO)/C1=C\c1ccccc1
  AMA1-RON2 inh: 0%; HCMV antiviral: 1

(list continues)
Screens in order – AMA1-RON2 inh | HCMV antiviral
C#CCN1CCc2onc(-c3ccc(Br)cc3)c2C1=O
    -1% | -30
CC(C)(C)C(c1nc2ccccc2[nH]1)n1c(-c2cc(Cl)cc(Cl)c2)nc2ccccc21 (centres undefined)
    -8% | 16
CC1(C)CNC(=S)N1Cc1ccccc1
    -7% | -1
CCN(C)c1cc2c(c3c1ccn3C)C1CCC2C1 (centres undefined)
    ? | -1
Cc1cc(C)cc(C(O)c2ncc(-c3ccc(C(F)(F)F)cc3)[nH]2)c1 (centres undefined)
    11% | -6
CCCCOCCCNC(=O)C[C@@H]1C[C@@]2(C(=O)OCC)CCCC=C2N(Cc2cccc3ccccc23)C1=O
    -8% | -14
CSCCC(C(=O)Nc1c(C)cccc1C)N(C)CCc1ccccc1 (centres undefined)
    -23% | -9
Cc1ccc(NC(=O)c2ncn(CCCNCc3ccccn3)n2)cc1C
    65%[activator] | -18
CCN1C(=O)[C@H]2[C@@H](c3ccc(C(F)(F)F)cc3)N[C@]3(CCCN(Cc4ccc(OC)cc4)C3=O)[C@H]2C1=O
    7% | -3
C[C@H]1CN([C@@H](C)CO)S(=O)(=O)c2ccc(C3=CCCC3)cc2O[C@@H]1CN(C)C(=O)C1CCCCC1
    0% | -31
Cc1cccc(C)c1NC(=O)c1ccc2sc([C@H]3C[C@H](O)[C@@H](CO)O3)nc2c1
    8% | -7
COc1ccc(C(=O)Nc2ccc(O)c3ccccc23)cc1
    -1% | 37
CN(C)CCN1CCN(C2CN(Cc3ccc([N+](=O)[O-])cc3)S(=O)(=O)C2)CC1 (centres undefined)
    4% | -2
COc1ccc(NC(=O)c2cc(C3CCCCN3S(C)(=O)=O)on2)c(C)c1 (centres undefined)
    11% | -4
O=C1NC(c2ccc3ccccc3c2)Nc2ccccc21 (centres undefined)
    -3% | -24
NC(CCc1ccccc1)c1csc(Nc2ccccn2)n1 (centres undefined)
    67%[activator] | -1
COC(=O)[C@]12CCCCC=C1N(CCC1=CCCCC1)C(=O)[C@H](CC(=O)N1CCOCC1)C2
    2% | 11
COc1ccc([C@H]2/C=C\CN(S(=O)(=O)c3ccc(C)cc3)[C@@H](C)C(=O)N2Cc2ccc(F)cc2)cc1
    -4% | 3
Clc1ccc(C=NN2CCCCCC2)cc1
    ? | -7
O=c1cc(SCc2ccccc2)nc[nH]1
    -26% | -10
COc1ccc(NC(=S)N2CCN(C)CC2)cc1
    0% | 4
O=C1c2ccccc2S(=O)(=O)c2cc(N3CCN(c4ccccn4)CC3)ccc21
    -11% | 11
Nc1cc(N)cc(Cc2ccccc2)c1
    ? | -12
COc1ccc(-c2csc(C(NC(C)=O)c3cccc(OC)c3)n2)cc1 (centres undefined)
    -9% | 9
O=C1CN=C(c2ccccc2Cl)c2cc(Br)ccc2N1
    -12% | -24
COCCNC(=S)N(C)[C@H]1C[C@H]2c3cc(N4CCN(C)CC4)ccc3CCN2C(=O)[C@H]1[C@H](C)O
    6% | 6
Cc1c(C(=O)NCc2ccc(C#N)cc2)sc(=O)n1Cc1ccc(C(=O)N(C)C)cc1
    9% | -17
CC(=O)N1CCN(C(=O)c2cc3c(s2)CCCC3)CC1
    0% | 25
O=C(/C=C/c1ccccc1)Nc1cccc(C(=O)NCCCc2ccccc2)c1
    3% | -5
CC1=C(C(=O)N2CCCCCC2)CC(CC(=O)NC(c2ccccc2)c2ccccc2)C(=O)N1Cc1ccccc1 (centres undefined)
    -2% | -2
COc1ccc(-c2ccc3c(c2)c(Sc2ccccc2)c(-c2ccccc2)n3C)cc1
    -1% | -32
COc1ccccc1C(CNC(=O)c1cccc(S(=O)(=O)N2c3ccccc3CC2C)c1)N(C)C (centres undefined)
    0% | 26
Cc1cccc(N=NC(=S)NNc2cccc(C)c2)c1
    ? | 144
CSc1ccc(/C=C/C(=O)OCC(=O)NC2CCCC2)cc1
    15% | -22
C[C@@H]1CN(S(=O)C(C)(C)C)[C@H](CCO)/C1=C\c1ccccc1 (some centres undefined)
    -3% | -18
Nc1[nH]c(C(=O)c2ccccc2)c(-c2cccc3ccccc23)c1C(=O)NCc1ccccc1
    25% | -8
CCCCNC(=O)C[C@@H]1C[C@@]2(C(=O)OCC)CCC=C2N(CCC2=CCCCC2)C1=O
    3% | 15
COc1cc2ccccc2cc1C(=O)N1CC(C)OC(C)C1 (centres undefined)
    0% | 5
COCCCn1cc(CN2CC(N3CCSCC3)CS2(=O)=O)nn1 (centres undefined)
    27% | 8
C=CCOC(=O)C1=C[C@H](c2ccc(Br)cc2)C[C@H](OCCCCO)O1
    -2% | 13
CCCS(=O)(=O)NC(=O)C1(C)CCN(C(=O)c2ccc3c(c2)OCO3)C1 (centres undefined)
    -4% | -1
Cn1c(=O)c2cc(NC(=S)NC3CC3)ccc2n1Cc1ccc(F)cc1
    9% | ?
Cn1cc(-c2coc3c(C(=O)Nc4ccccc4)cccc23)cn1
    -3% | 70
CC(=O)Nc1cccc(-c2ccnc3c2CC(C)(C(=O)NCCN(C)C)O3)c1 (centres undefined)
    1% | -3
CC1(C(=O)Nc2ccc(Cl)c(C(F)(F)F)c2)Cc2c(-c3cccc(C(N)=O)c3)ccnc2O1 (centres undefined)
    8% | -31
CCCn1c(SCC(=O)N(CC)c2c(N)n(Cc3ccccc3)c(=O)[nH]c2=O)nnc1-c1ccncc1
    10%[11.6 µM] | -19
Cc1cc(C)n2nc(-c3ccc(F)cc3)cc2n1
    -6% | 149
Cc1ccc2c(c1)[C@H]1[C@H](CO2)[C@H](c2ccccc2)[C@]2(C)C(=O)Nc3ccc(F)cc3C(=O)N12
    -6% | -29
CC(=O)Nc1ccc(-c2ccnc3c2CC(C)(C(=O)NCc2ccco2)O3)cc1 (centres undefined)
    -3% | -37
Cc1ccc(Cn2c(C(C)Nc3nc(C)cs3)nc3cc(Cl)c(Cl)cc32)cc1 (centres undefined)
    61%[activator] | -21

Remaining list, next part:
Screens in order – AMA1-RON2 inh | HCMV antiviral
COc1ccc(-c2coc3c(C(=O)NC(C)C)cccc23)c(C)c1
    -2% | -14
Cc1ccc(Cn2cc(CN3CC(N4CCSCC4)CS3(=O)=O)nn2)cc1 (centres undefined)
    -5% | -6
CCOC(=O)N(C)c1c(CC)nc2c(OCc3ccccc3C(=O)OC)cccn12
    10% | -3
NC(Cc1ccc(C(F)(F)F)cc1)c1csc(NC(=O)NCCc2ccccc2)n1 (centres undefined)
    65%[activator] | -101*
CCCCN1C(=O)C(CC(=O)NCc2ccco2)CC(C(=O)N2CCOCC2)=C1C (centres undefined)
    -4% | 19
CC(C)(C)C(C(=O)NC1CCCC1)N1CCN(c2ncccc2C#N)CC1 (centres undefined)
    -6% | 1
COc1ccc(-c2cc(NC(C)=O)c3ncc(-c4ccc(OC)c(OC)c4)n3c2)c(OC)c1
    -16% | 33
c1cn2cc(-c3ccc(CN4CCOCC4)cc3)ccc2n1
    -13% | 31
CN1CCN(CCNC(=O)c2ccc(CS(=O)c3ccc(Br)cc3)o2)CC1 (centres undefined)
    1% | 61
COc1ccc(C(=O)Nc2ccc(S(=O)(=O)N(C)c3ccccc3)cc2)cc1
    5% | -69*
CN(CCc1ccccc1)C(=O)c1ccc(NC(=O)Cc2cccc(NC(=O)C3CCN(C(=O)C4CCCCC4)CC3)c2)cc1
    -19% | -21
C[C@H]1CN([C@@H](C)CO)C(=O)CCCn2nncc2CO[C@@H]1CN(C)C(=O)Nc1ccc2c(c1)OCO2
    -1% | 10
CC1(C(=O)Nc2ccccc2)CCN1C(=O)C1(c2ccccc2)CC1 (centres undefined)
    18% | 15
COC(=O)[C@@]12C[C@@H](CC(=O)NCc3cccc(C(F)(F)F)c3)C(=O)N(Cc3cccc4ccccc34)C1=CCC(C)(C)C2
    -13% | 6
CC1(C(=O)Nc2ccc3nc[nH]c3c2)CCN1C(=O)Cc1ccc(-c2ccccc2)cc1 (centres undefined)
    -9% | ?
CC(=O)N1CCc2cc(S(=O)(=O)C(C)CC(=O)NCc3ccco3)ccc21 (centres undefined)
    -3% | ?
COc1ccc(NC(=O)C[C@H]2C(=O)N(C3CCCCC3)C[C@@H]2CSC)cc1
    9% | -10
CCCCC[C@H](C)N1C[C@@H](COCc2ccccc2)Oc2cc(N3CCC[C@H]3C(N)=O)ccc2S1(=O)=O
    -30% | -12
CCc1nc2c(OCC(=O)N(C)C)cccn2c1N(C=O)Cc1ccc(OC)cc1
    2% | -4
O=[N+]([O-])c1ccc(N2CCCC2)c([N+](=O)[O-])c1
    -18% | 0
CC1(c2nnc(Cc3ccccc3)o2)CC(c2ccc(C#N)cc2)=NO1 (centres undefined)
    27% | -30
O=C1C(c2ccccc2)=NCCN1C(c1ccc(F)cc1)c1nc2ccccc2[nH]1 (centres undefined)
    6% | 35
CC(=O)c1ccc(OCc2c(-c3ccccc3)nnn2CC(=O)NS(=O)(=O)c2ccc(C)cc2)cc1
    -7% | 29
CC(C)Cn1cc(C(=O)NCCCN2CCC(C)CC2)c2c3ccccc3n(C)c2c1=O
    7% | 23
CCCNC(=O)C1(C)CCCN(Cc2cccs2)C1 (centres undefined)
    11% | ?
Cc1ccc(OCc2nc3ccccc3n2C(C(=O)NC(C)(C)C)c2ccncc2)cc1 (centres undefined)
    -14% | -1
O=C(O)CC1(CC(=O)Nc2ccccc2Br)CCCC1
    -5% | 31
Cc1cccc(N2CCN(C(=S)c3ccc4c(c3)OCO4)CC2)c1
    -18% | 17
COc1ccc(C(C)=O)cc1CN1C(=O)C(Cc2ccccc2)ON=C1c1ncccc1C (centres undefined)
    7% | -40
O=C(NCC1CC1)c1onc(CSc2ccccc2)c1C(=O)NCC1CC1
    46%[activator] | 23
COCCNC(=O)C1(C)CCCN(C(=O)Cc2ccc3ccccc3c2)C1 (centres undefined)
    -9% | 2
CN(Cc1ccccc1)C(=O)c1cccc(NC(=O)Cc2ccc(NC(=O)C3CCCN(C(=O)C4CCC4)C3)cc2)c1 (centres undefined)
    -2% | -5
O=C(O)C(c1ccccc1)C1(O)CC2CCC1C2 (centres undefined)
    -9% | -7
O=C1c2ccccc2C(c2nnnn2Cc2ccccc2)N1CCc1ccccc1F (centres undefined)
    5% | 12
CC(C)CCN1C(=O)c2ccccc2C1c1nnnn1C(C)C (centres undefined)
    2% | -24
O=C(Nc1ccc(Cl)cc1)c1ccc2sc([C@@H]3O[C@H](CO)[C@H](O)[C@H](O)[C@H]3O)nc2c1
    11% | -10
Cc1cc(C)c2c(N)c(C(=O)Nc3ccccc3Cl)sc2n1
    4% | -6
Nc1[nH]c(C(=O)c2ccccc2)c(-c2ccccc2Cl)c1C(=O)c1ccccc1
    13% | -14
O=C(Nc1ccc2c(c1)OCO2)C1Cc2c(-c3ccncc3)ccnc2O1 (centres undefined)
    -5% | 19
COc1ccc(C(CNC(=O)c2ccc(S(=O)(=O)Nc3cccc(C)c3C)cc2)N2CCOCC2)cc1 (centres undefined)
    74%[activator] | -16
Cc1c(C(=O)NCc2ccc(C(F)(F)F)cc2)sc(=O)n1Cc1ccc(S(=O)(=O)N(C)C)cc1
    -5% | -73*
COc1ccc(C(=O)N2CCC2(C)C(=O)NC(C)C)c(OC)c1 (centres undefined)
    -3% | 3

A portion of the library; rates above refer to the full screens.
